Compound activity (PubChem)
Diaphorase act: activates diaphorase or chemically reduces, flagging diaphorase assay artifacts; Diaphorase/resazurin coupled assay, resorufin fluorescence, 16 min; active compounds read high; 1 = vehicle wells, 0 = NADH-free wells; 190,000 compounds, 0.005% hits; activation factor at 20 µM; AID 1229;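 active = diaphorase activity raised at least twofold by the compound at 20 µM; inactive = activation factor below 2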
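Material: Purified diaphorase enzyme from Clostridium kluyveri | Buffer or medium: 50 mM HEPES pH 7.4 with 4.542 mM MgCl2, 0.005% Tween 20 | Times: 16 min enzyme reaction, ambient temperature | Signal: Red resorufin fluorescence at 544/590 nm excitation/emission | Measure: Increased resorufin signal from activators or reducing compounds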
S1P3 antag: S1P3 (human) receptor antagonism | Q99500 | CHO S1P3 NFAT-BLA reporter, FRET fluorescence, antagonist mode | inhibition, % at 4.98 µM | 170,000 compounds, 0.27% hits | AID 485;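 active = inhibition above the plate cutoff, the mean inhibition of test wells on that plate plus 3 SD, cut at about 28% in these data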;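 note: cells challenged with S1P at its EC80 of 0.8 µM; blue over green emission ratio from cleaved BLA substrate after 4 h stimulation; 0% = S1P-stimulated wells and 100% = unstimulated DMSO-only wells; some compounds past the cut are filed as inactive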
Target sequence (Q99500 whole entry, looked up): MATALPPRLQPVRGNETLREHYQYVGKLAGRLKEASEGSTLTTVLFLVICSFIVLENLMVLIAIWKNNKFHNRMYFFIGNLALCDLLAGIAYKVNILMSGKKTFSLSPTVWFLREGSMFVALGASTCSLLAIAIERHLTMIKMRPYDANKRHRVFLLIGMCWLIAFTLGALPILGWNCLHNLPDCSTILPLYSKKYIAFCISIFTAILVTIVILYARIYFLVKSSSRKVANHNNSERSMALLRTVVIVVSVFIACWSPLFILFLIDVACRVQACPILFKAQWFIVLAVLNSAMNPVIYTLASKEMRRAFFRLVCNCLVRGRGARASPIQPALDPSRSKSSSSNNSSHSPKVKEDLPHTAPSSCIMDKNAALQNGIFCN
Diaphorase inh: inhibits diaphorase or chemically oxidizes, flagging diaphorase assay artifacts | AID 1217 | 190,000 compounds, 0.69% hits | diaphorase resazurin-to-resorufin fluorescence, NADH, 16 min; bacterial (C. kluyveri) enzyme, not human | inhibition, % at 20 µM;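 active = primary screen inhibition at 20 µM above a set limit, cut at about 50% in these data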;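 note: plate controls were DMSO with full reaction for no effect and wells lacking NADH for full effect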
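Assay system: diaphorase enzyme from Clostridium kluyveri; Input: enzyme working solution with 0.14 U/mL diaphorase; Timing: 16 min at room temperature; Technique: resorufin fluorescence, excitation 544 nm, emission 590 nm; Benchmarks: positive control minus NADH, DMSO neutral control.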
SRC2 TRFRET art: flags TR-FRET format artefacts in PPARgamma SRC-2 recruitment agonist screen; TR-FRET artefact counter-screen; active compounds read high; 200,000 compounds, 0.4% hits; AID 1049; TR-FRET ratio at 8 µM; in the data active = TR-FRET ratio above about 2000; note: inactives centre near 1500
PPARg SRC1 recr: promotes SRC-1 coactivator recruitment by human PPARgamma; 200,000 compounds, 0.41% hits; PPARgamma-SRC-1 coactivator recruitment biochemical assay; P37231; activation, % at 8 µM; AID 631; in the data active = activation above about 19%;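 note: 0% = DMSO and 100% = reference agonist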
PPARg SRC-3 ag: promotes SRC-3 coactivator recruitment by human PPARgamma; activation, % at 8 µM; 200,000 compounds, 0.26% hits; biochemical PPARgamma/SRC-3 coactivator recruitment assay; in the data active = activation above about 23%;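 note: 0% = DMSO and 100% = reference agonist; some compounds past the cut are filed as inactive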
G6PDH CS: inhibits Leuconostoc G6PDH, flagging false hits in G6PDH-based assays | inhibition, % at 5 µM | 200,000 compounds, 0.12% hits | Purified L. mesenteroides G6PDH, diaphorase/resazurin coupled fluorescence, 45 min; in the data active = inhibition above about 50%
PPARg SRC-2 ag: PPARgamma-driven SRC-2 recruitment agonism | AID 1032 | PPARgamma LBD-SRC-2 recruitment, biochemical | activation, % at 8 µM | 200,000 compounds, 0.34% hits; in the data active = activation above about 22%;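 note: 0% = vehicle and 100% = reference agonist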
PMI activator: increases human mannose-6-phosphate isomerase activity; 190,000 compounds, 0.005% hits; activation factor at 20 µM; purified human PMI, coupled resazurin fluorescence, 20 min; active compounds read high; 1 = vehicle control, 0 substrate-free wells;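 active = activation factor of 2 or more at 20 µM, relative to plate controls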
Target sequence (P34949 whole entry, looked up): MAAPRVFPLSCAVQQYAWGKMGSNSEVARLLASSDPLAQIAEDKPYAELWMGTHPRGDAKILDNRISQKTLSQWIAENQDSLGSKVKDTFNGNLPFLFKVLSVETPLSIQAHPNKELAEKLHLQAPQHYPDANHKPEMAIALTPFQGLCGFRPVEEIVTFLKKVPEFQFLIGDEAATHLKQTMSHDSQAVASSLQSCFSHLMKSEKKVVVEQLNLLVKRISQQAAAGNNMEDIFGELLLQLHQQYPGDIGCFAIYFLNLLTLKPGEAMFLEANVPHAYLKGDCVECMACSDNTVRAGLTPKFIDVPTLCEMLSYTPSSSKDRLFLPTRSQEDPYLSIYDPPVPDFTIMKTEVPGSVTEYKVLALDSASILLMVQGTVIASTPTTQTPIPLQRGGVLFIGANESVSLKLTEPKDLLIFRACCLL
ROMK primary: modulators of human ROMK potassium channel. P48048. Tet-inducible ROMK, thallium flux fluorescence; actives lie on both sides. B-score at 10 µM. 130,000 compounds, 2% hits. AID 1918;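 active = signal ratio slope over the read window, or its plate-corrected B-score, at least 3 SD from the plate mean, either direction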;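 note: B-score of the F/F0 ratio slope over 7 to 12 s after thallium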
PMI act satM6P: PMI (human) activation, high substrate. activation factor at 20 µM. coupled PMI enzyme assay, resazurin fluorescence, 20 min; active compounds read high; 1 = untreated enzyme, 0 = substrate-free blank. P34949. 190,000 compounds, 0.34% hits;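 active = activation factor of 2 or more at 20 µM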
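Test system: human phosphomannose isomerase with PGI, G6PDH, diaphorase coupling enzymes; amount: 15 ng/mL PMI; incubation: enzyme reaction with compound 20 min at room temperature; technique: resorufin fluorescence (Ex 544/Em 590 nm) from resazurin via diaphorase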
* marks the source's active call; other numbers are inactive results; / = no result given.

Results follow in this order: PMI act satM6P, SRC2 TRFRET art, Diaphorase act, PPARg SRC-2 ag, PPARg SRC-3 ag, G6PDH CS, PMI activator, PPARg SRC1 recr, ROMK primary, S1P3 antag, Diaphorase inh
- CCOC(=O)N1CCN(S(=O)(=O)c2cc(Br)cc3c2N(C(C)=O)C(C)C3)CC1 (stereo not given)
 : 0.9, 1537, 0.9, 0, 1, 5, 0.9, 4, -0.11, /, 14
- CCOC(=O)c1nnc2cc(-c3ccccc3)nn2c1C
 : 0.9, 1447, 0.8, 3, -3, -6, 0.9, -2, /, 12, 25
- COc1ccccc1N1CCN(S(=O)(=O)c2cc(C)sc2C)CC1
 : 1, 1628, 0.8, -3, 9, 4, 1, 2, /, /, 16
- CC1=C(C)C(=O)C(CCCCC#CCCCC#CCO)=C(C)C1=O
 : 0.8, 1452, 0.6, 5, 4, 57*, 1.1, 4, /, 1, 44
- CC(C)N1CCC(N2CCN(C/C=C/c3ccc(F)cc3)CC2CCO)CC1 (stereo not given)
 : 1, 1783, 1, 7, 2, 0, 1, 13, -0.39, 1, 4
- Cc1cc(N2C(=O)C3CC=CCC3C2=O)no1 (stereo not given)
 : 1, 1561, 0.9, 2, 5, 7, 1, -4, /, /, 8
- Cc1cc2cc(CN(CCCO)S(=O)(=O)c3cccc4nsnc34)c(=O)[nH]c2cc1C
 : 1, 1820, 1.1, 0, 17, -2, 1.1, 6, /, 1, -7
- O=C(NCc1cccnc1)c1cccc2c1C(=O)N(C1CCCCC1)C2
 : 1, 1536, 0.9, 6, -1, 6, 1, 2, /, -19, 8
- O=C1COc2ccc(C(=O)COC(=O)c3sc4ccccc4c3Cl)cc2N1
 : 1, 1486, 0.9, 1, 9, 11, 1, 10, 0.1, -11, 12
- COc1ccc(/C=N\NC(=O)c2cccc([N+](=O)[O-])c2)cc1Cn1cc([N+](=O)[O-])cn1
 : 1, 1673, 0.8, 3, 2, 16, 0.9, 3, -0.21, -22, 24
- CN(CC(=O)NCc1ccccn1)S(=O)(=O)c1ccc(Cl)cc1
 : 1, 1833, 0.8, -3, 1, -5, 1, -5, 0.27, -21, 18
- COC(=O)c1ccc(CNC(=O)COC(=O)c2ccc(N(C)C)cc2)cc1
 : 1.1, 1564, 1.1, 0, 0, -3, 1.1, -4, 0.54, -4, -13
- O=S(=O)(NC1CCN(Cc2ccccc2)CC1)c1cccc(S(=O)(=O)N2CCOCC2)c1
 : 0.8, 1495, 0.9, 0, 8, 0, 0.8, 3, /, /, 12
- COCCNC(=O)c1cc2cc(Cl)cc(Cl)c2oc1=O
 : 1.1, 1460, 1, 3, 7, 5, 1, 2, -0.14, -7, -2
- CC1CC(Nc2ccccc2)=CC(=O)O1 (stereo not given)
 : 1, 1563, 0.9, -3, -9, 16, 0.9, 0, 1.5, /, 6
- Cc1oc(-c2cccs2)nc1CN1CC[C@@](O)(c2ccccc2)[C@H]2CCCC[C@@H]21
 : 1, 1724, 0.8, 4, 4, 7, 0.9, 7, -1.7, -14, 19
- COc1ccc(Cl)cc1C(=O)C1CCCN(Cc2cnc(N3CCOCC3)s2)C1 (stereo not given)
 : 0.9, 1542, 1, 14, 6, 12, 0.9, 12, -0.95, -5, 4
- c1ccc(-c2nc3c(ccc4ccccc43)[nH]2)nc1
 : 0.8, 1610, 0.9, -6, -2, 7, 0.9, 3, /, /, 6
- N#Cc1c(N)n[nH]c1-c1cc2c([nH]1)CCCC2
 : 0.8, 1519, 0.8, 10, 10, 3, 0.9, 8, /, /, 24
- Cc1nc(C)c(NC(=O)OC(C)C)cc1NC(=O)OC(C)C
 : 0.8, 1552, 1, 11, 2, -6, 1, -2, 0.8, 1, 4
- Cc1ccc(S(=O)(=O)N2c3ccccc3OCC2c2ccccc2)cc1 (stereo not given)
 : 1, 1599, 0.9, 9, 5, 8, 1, 15, /, /, 11
- CC(=O)Nc1cccc(OCC(=O)NCCC2=CCCCC2)c1
 : 1.1, 1576, 0.9, 2, 4, 7, 1.1, 10, -0.19, -2, 14
- COC(=O)c1ccc(C(=O)OC)c(NC(=S)N2CCN(C)CC2)c1
 : 1, 1643, 0.9, 2, 0, 8, 1, 7, -0.24, 0, 11
- O=S(=O)(N/N=C/c1cccc(OC2CSC2)c1)c1ccccc1
 : 1, 1382, 0.9, 4, 3, 14, 1.1, 4, -0.24, -2, 13
- CCCCNCc1ccc(SC)cc1
 : 1, 1489, 0.9, 0, 4, 0, 1, 5, /, /, 11
- Cc1ccc(NC(=O)N/C=C/c2ccco2)cc1C
 : 1.2, 1378, 0.9, -2, 5, 4, 1.2, -3, 0.45, /, 7
- O=C(CSc1ncc(-c2ccc(F)cc2)n1Cc1ccco1)Nc1nccs1
 : 0.9, 1526, 0.9, 6, 0, -4, 0.9, 3, /, -4, 14
- Cc1cc(Cl)cc(C)c1OCCCCN1CCOCC1
 : 1, 1693, 0.9, 7, 15, -19, 1, 1, -1.3, -33, 10
- CCN(CCCNC(=O)CNC(=O)Cn1cnc2ccccc2c1=O)c1cccc(C)c1
 : 0.8, 1780, 0.7, 11, 1, 8, 0.8, 8, /, -31, 26
- CCN(CC)CCCNC(=O)c1cc(-c2ccc(Cl)c(Cl)c2)on1
 : 1, 1396, 1, -5, -10, 5, 1, -3, /, -7, 4
- O=C(c1cc2cc([N+](=O)[O-])ccc2s1)N1CCCCC1
 : 0.9, 1435, 0.9, -5, -2, 8, 1, 3, -0.2, -2, 8
- CN(C(=O)CSc1nnc(NC2CCCCC2)s1)C1CCS(=O)(=O)C1 (stereo not given)
 : 1, 1469, 0.9, -11, -17, -2, 0.9, 1, 0.29, 2, 7
- Cc1cc(C)cc(N(C(C)C(=O)NC2CCCC2)S(C)(=O)=O)c1 (stereo not given)
 : 1, 1375, 0.8, -2, -2, 6, 1, 0, 1.3, /, 16
- CC1(C)CC2CC(C)(CN2C(=O)COC(=O)c2ccc(Cl)c(N)c2)C1 (stereo not given)
 : 1, 1543, 0.8, 14, 6, -1, 1, 6, 0.59, /, 17
- CCC(=O)c1c[nH]c(C(=O)NCCCn2ccnc2)c1
 : 0.9, 1639, 0.9, -2, 14, 21, 0.9, 6, /, /, 13
- CCN(CC)c1ccc(NC(=O)CN2CCN(c3ccc(F)cc3)CC2)cc1
 : 0.9, 1542, 0.8, 3, 10, 5, 1, 4, /, 10, 19
- CC(C)OC(=O)CSc1ncnc2c1cnn2-c1ccccc1
 : 1.2, 1612, 1.1, -5, 4, 0, 1.1, -4, -0.057, 6, -14
- Fc1ccc(C2=CC(c3ccco3)n3ncnc3N2)cc1 (stereo not given)
 : 1.5, 1497, 1, 2, 6, 6, 1.4, 8, -3.1*, 15, 3
- COc1ccc(C(CC(=O)c2ccc(C)cc2)C(C#N)C#N)cc1OC (stereo not given)
 : 1, 1588, 1, 0, 1, -5, 0.9, -1, -0.95, 5, 5
- CCOC(=O)c1cc(-c2ccccc2)sc1NC(=O)COC
 : 1, 1482, 1, 0, 0, 18, 1, -3, /, -13, 0
- COC(=O)c1c(C)nn(-c2ccccc2)c1-n1cccc1
 : 1.1, 1374, 0.9, -3, -1, 3, 1, 1, 0.022, /, 10
- O=C(COC(=O)[C@@H]1CCCN1S(=O)(=O)c1ccccc1F)Nc1ccc(OC(F)F)cc1
 : 0.9, 1538, 0.9, 1, -2, 4, 0.9, -10, -1.1, -15, 12
- O=[N+]([O-])c1ccc(/C=N/Nc2nc(N3CCCCC3)nc(N3CCCCC3)n2)o1
 : 1.2, 1592, 0.7, 1, 3, 9, 1, 2, -0.47, /, 26
- O=C(C1CCCN(S(=O)(=O)c2cccc3nsnc23)C1)N1CC=C(c2ccccc2)CC1 (stereo not given)
 : 0.6, 1460, 0.8, -1, -7, 10, 0.8, 6, -4.3*, 10, 19
- COc1ccc(C)cc1NC(=O)CC(NC(C)=O)c1ccccc1 (stereo not given)
 : 1.1, 1680, 1, 3, 4, 15, 1.2, 6, 0.17, -5, 1
- COc1ccc(Br)cc1/C=N/NC(=O)c1ccco1
 : 1, 1545, 1, 6, 4, 3, 1, 9, 0.45, 8, 1
- O=c1c2ccccc2nc(/C=C/c2c[nH]c3ccccc23)n1-c1ccc([N+](=O)[O-])cc1
 : 1, 1496, 0.9, 0, 3, -2, 1, -4, -0.66, 8, 12
- Cc1noc(C)c1COc1cccc(C(=O)OCCOc2ccc(F)cc2)c1
 : 0.9, 1734, 0.7, -1, -1, 5, 1.1, 8, 0.07, -9, 28
- CCn1c(C)nc2c(=O)oc3ccccc3c21
 : 0.9, 1564, 0.9, -3, -4, 14, 0.8, -4, /, 1, 13
- CC(C)c1ccc(OCC(=O)N(Cc2ccccc2)c2ccccn2)cc1
 : 1.1, 1514, 0.9, -1, 1, 12, 1.1, -3, -0.13, -2, 9
- CCc1nnc(NC(=O)c2cnccn2)s1
 : 1.1, 1490, 0.9, 11, -10, 11, 0.9, 2, 0.11, 37, 8
- O=C(Nc1ccc(Cl)cn1)c1ccc(Br)c(S(=O)(=O)N2CCCCC2)c1
 : 1, 1582, 0.8, 1, -2, 15, 0.9, -5, 0.99, -11, 18

G6PDH CS, hit marks shown above.
| smiles | PMI act satM6P | Diaphorase act | PPARg SRC-2 ag | PPARg SRC-3 ag | G6PDH CS | PMI activator | PPARg SRC1 recr | ROMK primary | S1P3 antag | Diaphorase inh |
| --- | --- | --- | --- | --- | --- | --- | --- | --- | --- | --- |
| CC1=C(C)C(=O)C(CCCCC#CCCCC#CCO)=C(C)C1=O | 0.8 | 0.6 | 5 | 4 | 57* | 1.1 | 4 | / | 1 | 44 |

Hits appear at their usual frequency; overall some 3.3% were active at least once.
